Screens from PubChem.
SENP7 block = blocks the human protease SENP7; Q9BQF6; recombinant SENP7, Z-RLRGG-aminoluciferin luminescence, 40 min; inhibition, % at 5 µM; 1.5% of 330,000 active; AID 434973;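 active means inhibition above about 50% at the single test dose, limit read from the data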;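 further: plate controls were DMSO with enzyme for no effect and no enzyme buffer wells for full effect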
UBC13 inh = inhibitors of human UBC13 polyubiquitin chain formation; P61088; TR-FRET; inhibition, % at 20 µM; 0.47% of 330,000 active; AID 485273; in the data active means inhibition above about 45%, passing the limit was not always enough
Target sequence (P61088 whole entry, looked up): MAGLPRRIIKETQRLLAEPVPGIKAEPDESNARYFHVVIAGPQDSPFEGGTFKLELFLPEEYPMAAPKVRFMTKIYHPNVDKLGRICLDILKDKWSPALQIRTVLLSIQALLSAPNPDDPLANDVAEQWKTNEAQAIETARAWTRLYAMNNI
Apaf1 inhib = human Apaf-1 inhibition; O14727; reconstituted apoptosome caspase-3 activity, DEVD-Rh110 fluorescence; inhibition, % at 20 µM; 0.71% of 330,000 active; active means inhibition of at least 40% at 20 µM;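 further: plate controls were DMSO wells for no effect and DEVD-CHO caspase inhibitor wells for full effect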
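System: Apoptosome proteins | Medium: Hepes pH 7.5 with detergent and BSA | Also added: Cytochrome c trigger plus (Z-DEVD)2-Rh110 caspase-3 substrate | Incubation: 30 min compound preincubation, 50 min activation, room temperature | Detection: Rhodamine 110 fluorescence at Ex 480/Em 540 nm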
APOBEC3G inh = inhibitors of human APOBEC3G DNA deaminase; Q9HC16; recombinant A3G, ssDNA deamination FAM/TAMRA fluorescence; inhibition, % at 20 µM; 0.28% of 330,000 active;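 active means inhibition of at least 40% at 20 µM, with no more than 30% in the related APOBEC3A deaminase screen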;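 further: plate controls were DMSO wells with A3G for no effect and wells lacking A3G enzyme for full effect; some compounds called inactive have numbers as strong as hits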
SENP8 block-1 = inhibitors of human SENP8 protease. recombinant SENP8, Nedd8 substrate fluorescence. inhibition, % at 20 µM. 0.64% of 360,000 active. AID 602440; in the data active means inhibition mostly above about 40%, no sharp cut-off; inactive means mostly below about 27%
Target sequence (Q96LD8 whole entry, looked up): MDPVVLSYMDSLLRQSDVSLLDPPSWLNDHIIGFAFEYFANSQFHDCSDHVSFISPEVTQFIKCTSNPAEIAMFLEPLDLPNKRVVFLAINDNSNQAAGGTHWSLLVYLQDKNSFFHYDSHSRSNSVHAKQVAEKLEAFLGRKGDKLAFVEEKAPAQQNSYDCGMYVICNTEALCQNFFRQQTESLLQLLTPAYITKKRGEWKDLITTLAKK
SENP8 block-2 = inhibitors of human SENP8 protease. inhibition, % at 10 µM. 1.2% of 330,000 active. AID 2540. purified SENP8, Z-RLRGG-aminoluciferin cleavage, luminescence. Q96LD8; in the data active means inhibition above about 50%
SENP6 block = inhibitors of human SENP6 protease. Q9GZR1. Recombinant SENP6 catalytic domain, aminoluciferin luminescence. inhibition, % at 10 µM. 1.8% of 330,000 active. AID 2599;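 active means inhibition above about 50% at the single tested dose, limit read from the data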;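 further: plate controls were DMSO wells with enzyme for no effect and DMSO wells lacking enzyme for full effect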
Target sequence (Q9GZR1 628-1112 limits assumed): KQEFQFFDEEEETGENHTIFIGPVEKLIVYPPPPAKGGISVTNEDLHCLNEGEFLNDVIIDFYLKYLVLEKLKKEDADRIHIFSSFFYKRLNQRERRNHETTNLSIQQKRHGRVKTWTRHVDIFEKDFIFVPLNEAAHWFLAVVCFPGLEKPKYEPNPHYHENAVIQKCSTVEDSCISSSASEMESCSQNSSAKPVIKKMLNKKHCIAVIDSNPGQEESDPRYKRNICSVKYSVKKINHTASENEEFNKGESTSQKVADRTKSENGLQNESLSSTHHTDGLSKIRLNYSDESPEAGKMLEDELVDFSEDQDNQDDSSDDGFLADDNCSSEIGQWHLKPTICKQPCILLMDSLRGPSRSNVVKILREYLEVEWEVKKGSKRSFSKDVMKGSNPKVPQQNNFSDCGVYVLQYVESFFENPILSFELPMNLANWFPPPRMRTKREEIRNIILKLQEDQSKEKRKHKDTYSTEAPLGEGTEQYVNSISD
SENP1 FRET inh = inhibitors of human SENP1 SUMO protease catalytic domain. Q9P0U3. recombinant SENP1 catalytic domain, CyPet-SUMO1-YPet FRET cleavage. inhibition, % at 10 µM. 0.21% of 360,000 active;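 active means inhibition at least 30% at 10 µM, raw YFP signal under a set limit, fluorescence ratio 0.5 to 1.5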;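 further: 0% = enzyme with DMSO and 100% = no enzyme wells; some results filed as inactive read as strong as hits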
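material = recombinant human SENP1 catalytic domain, His6-tagged | quantity = 20 pM enzyme | reagent = 25 nM SUMO1 FRET substrate | compound dosing = 10 µM single point, 0.5% DMSO | timing = 50 min enzyme reaction, room temperature, light-protected | detection = FRET, CFP and YFP emission | control set = no-enzyme low, enzyme-DMSO high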
Numbers without * were called inactive. Compounds as they come (roughly 3.6% active in at least one column).

SMILES,SENP7 block,UBC13 inh,Apaf1 inhib,APOBEC3G inh,SENP8 block-1,SENP8 block-2,SENP6 block,SENP1 FRET inh
CCN1CCCC1CNC(=O)C(=O)NC (stereo not drawn),13,0,-8,-2,11,-2,-14,0
COc1cccc(N/C(N)=N/c2nc(C)cc(=O)[nH]2)c1,-4,-1,0,-3,6,1,-12,-2
Cc1nn(-c2ccccc2)c(C)c1/C=N/n1cnnc1,4,3,-9,-8,2,-4,-10,-1
O=C(NCc1ccc(F)cc1)C1CCCN(S(=O)(=O)c2ccc(-n3cnnn3)cc2)C1 (stereo not drawn),0,1,3,-5,16,9,1,1
COCCN=C1Sc2nc3cc4c(cc3cc2CN1CC1CCCO1)OCO4 (stereo not drawn),-1,0,0,-5,0,-6,-4,0
COc1ccc2c(c1)C=C(C(=O)OCc1cccnc1)CO2,1,4,-2,-4,-22,1,-13,4
COc1ccc(CCNC(=O)/C=C/c2ccc(OC)c(S(=O)(=O)N3CCOCC3)c2)cc1,11,-10,-13,0,3,-1,-2,-6
COc1ccc(CN(C)C(=O)C2CC(=O)N(c3ccc4c(c3)OCCO4)C2)c(OC)c1 (stereo not drawn),-2,-4,8,-3,2,6,1,0
COCCNC(=O)/C(C#N)=C/c1cc(C)n(C2CCCCC2)c1C,-5,-5,-1,-7,-103,-1,-5,-4
COc1cc(NC(=S)N2CCN(C/C=C/c3ccccc3)CC2)cc(OC)c1,-6,11,4,-9,0,-1,-26,1
O=C(Nc1nc(-c2ccccn2)cs1)c1ccccc1-n1cnnn1,4,-17,-13,-1,13,1,-15,-4
CCOC(=O)C1CCN(C(=O)c2cccc(S(=O)(=O)N(CC)c3ccccc3)c2)CC1,-1,28,45*,-7,1,2,-5,-4
O=C(NCc1cccnc1)c1c[nH]c2cc3c(cc2c1=O)OCCO3,0,1,-3,-5,3,2,-1,1
CN(CC(=O)NCc1ccncc1)S(=O)(=O)c1cc(Cl)ccc1Cl,3,-2,3,-10,7,1,11,2
Cc1ccnc(NCc2ccc(Cl)cc2)c1,-2,6,-7,-8,1,-11,4,-1
CC(=O)Nc1ccc(S(=O)(=O)Nc2c(C)n(C)n(-c3ccccc3)c2=O)cc1,-2,6,-8,-3,7,-3,-13,-2
CCn1cc(C=O)c2cc(S(=O)(=O)N3CCOCC3)ccc21,4,-7,1,-4,9,5,4,0
Cc1cc(NC(=O)Nc2ccccc2F)ccc1Br,95*,3,8,-7,20,88*,80*,1
COc1ccc(CCNc2oc(COc3ccc(Br)cc3)nc2C#N)cc1OC,-9,21,4,-7,-17,5,2,-150
CCN1CCN(C(=S)NCc2ccc(C)cc2)CC1,0,9,-4,-4,7,4,11,4
COc1cccc(C2C(C#N)=C(N)N(N(C)C)C3=C2C(=O)CCC3)c1 (stereo not drawn),7,-4,4,2,22,32,0,-1
CCc1ccc(NC(=O)c2cccc(NC3=NC4CS(=O)(=O)CC4S3)c2)cc1 (stereo not drawn),2,-2,5,-7,14,9,-2,1
CCN1CCN(S(=O)(=O)c2cccc3nsnc23)CC1,9,-1,-17,-5,-7,-2,18,2
CN(C)c1nc(Nc2ccc(Cl)cc2)nc(OCC#N)n1,2,6,11,-3,19,5,-4,2
CCOC(=O)NC1(NC2CCCCC2)Oc2ccccc2O1,-3,0,-15,-2,24,-10,3,0
O=S(=O)(Nc1nnc(C2CCCCC2)s1)c1ccc(F)cc1,9,-2,9,2,8,-7,-12,2
C=C(C)COc1ccc2c(C)c(CC(=O)OC)c(=O)oc2c1C,0,15,16,-4,-496,0,-4,-6
COc1ccc(S(=O)(=O)NCCCN2CCCC2=O)c(OC)c1,-2,1,-12,-8,7,6,-5,0
CC1CCCCN1S(=O)(=O)Cc1ccccc1Cl (stereo not drawn),2,0,9,1,9,-4,-23,-2
CCCc1cc(Nc2c(C)n(C)n(-c3ccccc3)c2=O)n2c(nc3ccccc32)c1C#N,0,-1,11,-9,-162,-6,0,-49

Record cards, as listed above.
Shown for CCn1cc(C=O)c2cc(S(=O)(=O)N3CCOCC3)ccc21 : SENP7 block = 4; UBC13 inh = -7; Apaf1 inhib = 1; APOBEC3G inh = -4; SENP8 block-1 = 9; SENP8 block-2 = 5; SENP6 block = 4; SENP1 FRET inh = 0
Shown for CCOC(=O)C1CCN(C(=O)c2cccc(S(=O)(=O)N(CC)c3ccccc3)c2)CC1 : SENP7 block = -1; UBC13 inh = 28; Apaf1 inhib = 45*; APOBEC3G inh = -7; SENP8 block-1 = 1; SENP8 block-2 = 2; SENP6 block = -5; SENP1 FRET inh = -4

Other compounds:
SMILES,SENP7 block,UBC13 inh,Apaf1 inhib,APOBEC3G inh,SENP8 block-1,SENP8 block-2,SENP6 block,SENP1 FRET inh
O=C(C1=C[C@H](C2CCCCC2)C[C@H](OCCCCO)O1)N1CCN(Cc2ccc3c(c2)OCO3)CC1,-13,10,27,-15,13,-9,-6,-1
CCC(=O)c1ccc(OCC(=O)OCC(=O)c2cc(C)n(CC3CCCO3)c2C)cc1 (stereo not drawn),10,-5,11,-10,-5,-14,-6,2
COc1ccc(C(=O)N2CCC(C(N)=O)CC2)cc1S(=O)(=O)N1CCCC1,-10,-8,-4,-1,9,-5,-1,0
O=C(Nc1ccc(F)cc1)c1cccnc1NCCc1ccccc1,1,0,25,2,-223,-6,5,2
CCCCSc1nc(SCC(=O)NCc2ccco2)c2c3c(sc2n1)COC(C)(CC)C3 (stereo not drawn),-5,-15,33,-2,-75,-4,2,-4
O=C(Nc1ccccc1N1CCCC1)C1CC(=O)N(Cc2ccccc2)C1 (stereo not drawn),5,7,36,-4,11,-4,-1,2
COc1cccc(C(c2c(N)[nH]c(=S)[nH]c2=O)c2c(N)[nH]c(=S)[nH]c2=O)c1,-1,4,-8,26,10,4,3,1
C=CCSc1nnc2c(n1)OC(c1cccnc1)N(C(C)=O)c1ccccc1-2 (stereo not drawn),1,-4,5,-2,-35,-2,-19,10
CC1CC(C)CN(CCCn2c(=S)[nH]c3ccccc3c2=O)C1 (stereo not drawn),4,9,-7,-1,22,5,-24,1
COc1ccc(NC(=O)CSc2nnc(Cc3ccccc3)c(=O)n2N)cc1OC,5,-9,0,-4,29,-8,-16,2
O=C(Nc1ccccc1F)NC1CCCc2ccccc21 (stereo not drawn),-4,6,-1,-3,18,-7,-7,-1
CCc1nc2ccccc2c(C(=O)OCC(=O)NCCCN2CCCC2=O)c1C,7,6,-3,1,8,3,-6,2
Cc1c(NC(=O)CCN2C(=O)c3ccccc3C2=O)c(=O)n(-c2ccccc2)n1C,3,9,-1,-4,36,4,13,2
CC(=O)c1c(C)[nH]c(C(=O)Nc2cccc(S(=O)(=O)N(C)c3ccccc3)c2)c1C,4,13,9,-9,2,1,5,-2
Cc1nc(-c2ccccc2)sc1C1(C)CC(c2ccc([N+](=O)[O-])cc2)=NO1 (stereo not drawn),13,-4,18,-9,16,-11,-6,1
CCCS(=O)(=O)N1CCCC(C(=O)NCc2ccc(C)cc2)C1 (stereo not drawn),-3,7,1,6,29,-8,-11,-1
CN1CCN(C2=Nc3ccccc3Oc3ccc(Cl)cc32)CC1,-16,-23,1,-5,8,-6,1,-2
CCCn1c(=N)n(CC(O)c2ccco2)c2ccccc21 (stereo not drawn),-3,-5,-4,-1,-41,-8,-22,-3
CCOc1ccccc1Nc1nnc(C)c(=O)[nH]1,-11,-7,10,-3,14,-1,-13,3
O=C(O)c1ccc(COc2c(F)c(F)cc(F)c2F)o1,-2,7,-10,-2,12,-6,6,1
COc1ccc(N2C(=O)c3cccc4cccc(c34)C2=O)nn1,1,-2,-21,0,-224,2,4,-23
COC(=O)[C@H](CC(C)C)N(Cc1ccccc1)S(=O)(=O)N(Cc1ccccc1)[C@@H](CC(C)C)C(=O)OC,0,0,21,-5,18,2,-5,-1
COc1cc(/C=C2\CCCc3c2nc2ccccc2c3C(=O)O)cc(Br)c1O,0,-3,2,-4,-332,0,-7,56*
CC(=O)c1c(C)[nH]c(C(=O)Nc2cccc(C#N)c2)c1C,2,4,-2,-11,-33,-2,-23,2
O=C(Nc1ccc(Br)cn1)c1cccc(C(=O)Nc2ccc(Br)cn2)c1,-12,1,2,-3,10,-7,5,3
O=C(NNC(=O)c1ccccc1O)c1cc2ccccc2o1,-11,-21,10,-11,-21,-14,6,-5

Limited to Apaf1 inhib and SENP8 block-2 (2 entries from above):
| Structure | Apaf1 inhib | SENP8 block-2 |
| --- | --- | --- |
| CN1CCN(C2=Nc3ccccc3Oc3ccc(Cl)cc32)CC1 | 1 | -6 |
| O=C(Nc1ccc(F)cc1)c1cccnc1NCCc1ccccc1 | 25 | -6 |

Filtered by structure: the entries above with a cyano group.
SMILES,SENP7 block,UBC13 inh,Apaf1 inhib,APOBEC3G inh,SENP8 block-1,SENP8 block-2,SENP6 block,SENP1 FRET inh
COCCNC(=O)/C(C#N)=C/c1cc(C)n(C2CCCCC2)c1C,-5,-5,-1,-7,-103,-1,-5,-4
COc1ccc(CCNc2oc(COc3ccc(Br)cc3)nc2C#N)cc1OC,-9,21,4,-7,-17,5,2,-150
COc1cccc(C2C(C#N)=C(N)N(N(C)C)C3=C2C(=O)CCC3)c1 (stereo not drawn),7,-4,4,2,22,32,0,-1
CN(C)c1nc(Nc2ccc(Cl)cc2)nc(OCC#N)n1,2,6,11,-3,19,5,-4,2
CCCc1cc(Nc2c(C)n(C)n(-c3ccccc3)c2=O)n2c(nc3ccccc32)c1C#N,0,-1,11,-9,-162,-6,0,-49
CC(=O)c1c(C)[nH]c(C(=O)Nc2cccc(C#N)c2)c1C,2,4,-2,-11,-33,-2,-23,2
